Screening data deposited in PubChem by NCI.
Growth percent in the NCI-60 one-dose screen (48 h, 10 µM unless noted): 100 = growth as untreated, 0 = no growth, -100 = all killed.
CCRF-CEM: CCRF-CEM leukemia | actives 7% (n = 77,000) | AID 1794778
MDA-MB-468: MDA-MB-468 breast cancer; actives 8.5% (n = 78,000); AID 2202374
K-562: K-562 leukemia; AID 1794777; actives 7.4% (n = 78,000)
SR: SR leukemia cells. actives 8.7% (n = 73,000)
MDA-MB-231: MDA-MB-231 breast cancer; actives 5% (n = 81,000); AID 1794789
RPMI-8226: RPMI-8226 leukemia cells; actives 7.5% (n = 77,000); AID 1794781
MCF7: MCF7 breast cancer; AID 1794796; actives 6.3% (n = 82,000)
MOLT-4: MOLT-4 leukemia cells; actives 6.9% (n = 80,000)
* hit, by the source's call; . = not tested or not shown; & = joins results of further samples; ! = a repeat was not active. Rule for the calls: active = growth percent below 10; inactive = the rest.

SMILES | CCRF-CEM | MDA-MB-468 | K-562 | SR | MDA-MB-231 | RPMI-8226 | MCF7 | MOLT-4
CC(=O)[C@H]1CC[C@]2(C)[C@@H]1CC[C@@H]1[C@@]3(C)C/C(=C/c4cccnc4)C(=O)C(C)(C)[C@@H]3CC[C@]12C | 32 | 60 | 30 | 41 | 84 | 8.9* | 35 | 20
C=CCNC(=S)/N=C/C(C(=O)Nc1ccccc1OC)=C(\C)O | 96 | 104 | 102 | 98 | 103 | 95 | 99 | 101
COc1ccc(/C=N\NC(=O)CCCCCCCCC(=O)N/N=C\c2ccc(OC)cc2)cc1 | 103 | 112 | 118 | 112 | 95 | 98 | 101 | 120
COc1cc(C#N)c(NC(=S)N2CCN(C(=O)c3ccco3)CC2)cc1OC | . | 108 | 101 | 101 | 98 | 102 | 91 | 105
CC(=O)Nc1ccc(/C=C(\C#N)c2ccc([N+](=O)[O-])cc2)cc1 | 106 | 100 | 102 | . | 104 | 107 | 92 | 112
CCn1c(Sc2nnc(/N=C3\NC(=O)/C(=C/c4ccc(Cl)cc4)S3)s2)nc2c1c(=O)n(C)c(=O)n2C | 102 | 96 | 107 | 103 | 110 | 103 | 100 | 105
COc1ccc(C(=O)Cn2cc(CN3CCN(c4cc5c(cc4F)c(=O)c(C(=O)O)cn5C4CC4)CC3)nn2)cc1OC | 104 | 94 | 102 | 115 | 107 | 104 | 94 | 102
O=C(/C=C\c1ccc([N+](=O)[O-])cc1)OCCCCOC(=O)/C=C/c1ccc([N+](=O)[O-])cc1 | 94 | 106 | 96 | 93 | 104 | 99 | 104 | 95
Cn1cnc([N+](=O)[O-])c1S(=O)(=O)Oc1cccc2ccccc12 | -1.5* | 59 | 3.9* | 18 | 76 | . | 45 | 33
COc1cc(/C=C/c2cc(/C=C/c3ccc(O)c(OC)c3)n(-c3ccc(C(F)(F)F)cc3)c(=O)n2)ccc1O | 39 | 93 | 72 | 55 | 60 | 54 | 66 | 56
Cc1ccc2oc3nc(C)c(C(=O)NCc4ccccc4)cc3c(=O)c2c1 | 76 | 97 | 18 | 80 | 89 | 86 | 46 | 64
CN(C)C=NCCc1ccccc1 | 100 | 103 | 91 | 89 | 103 | 108 | 99 | 89
COC(=O)c1ccc(-c2ccccc2)cc1 | 99 | 83 | 108 | 99 | 110 | 100 | 92 | 102
O=C(O)c1cccc(F)n1 | 96 | 108 | 106 | 109 | 109 | 101 | 98 | 99
NNc1nc2ccccc2s1 | 94&105 | 111&127 | 105&110 | 96&98 | 74&90 | 96&116 | 73&110 | 99&119
CS(=O)(=O)c1ccc(C(=O)c2ccc(Cl)cc2)cc1 | 97 | 90 | 98 | 102 | 92 | 88 | 90 | 103
COc1cc(/C=N\NC(=O)CN2CCN(c3cc4c(cc3F)c(=O)c(C(=O)N/N=C/c3ccc(O)c(OC)c3)cn4C3CC3)CC2)ccc1O | 19 | -38* | 41 | 34 | 60 | 31 | 13 | 5.8*
COc1cc(OC)c2c(c1)O[C@@]1(OC)[C@H](c3ccccc3)C[C@H](O)[C@@]21O | 93 | 92 | 90 | 98 | 106 | 98 | 104 | 99
COc1ccccc1N1CCN(CCCOc2ccc(OCCCN3CCN(c4ccccc4OC)CC3)c(C(=O)c3cc(OC)c(OC)c(OC)c3)c2)CC1 | . | . | 68 | 100 | 113 | 155 | 95 | 98
O=C(NCc1ccc(Cn2c(=O)sn(-c3ccccc3)c2=O)cc1)OCc1ccc2c(Br)cc(Br)c(O)c2n1 | 4.6* | -68* | 5.0* | 4.6* | -53* | -18* | -29* | 2.0*
COc1ccc(-n2ncc3c2CCc2cccnc2-3)cc1 | 96 | 88 | 94 | 100 | 103 | 84 | 88 | 101
O=C(Oc1ccc2c(c1)sc1nc(-c3ccccc3)[nH]c(=O)c12)C(F)(F)F | 22 | 38 | 15 | 19 | 61 | 24 | 17 | 13
CSc1nc(N)c(C=O)c(=O)n1C | 91 | 100 | 94 | 60 | 115 | 85 | 105 | 88
COc1ccc(-c2c3c(nn2-c2ccccc2)CCc2cnoc2-3)cc1 | 71 | 55 | . | . | 64 | 53 | 79 | 66
CCOC(=O)c1n[nH]n2c1nc(=O)c1sc3ccccc3c12 | 91 | . | 79 | 128 | 101 | 76 | 103 | 111

The listing continues.
SMILES | CCRF-CEM | MDA-MB-468 | K-562 | SR | MDA-MB-231 | RPMI-8226 | MCF7 | MOLT-4
O=C1c2ccccc2N=C(NO)[C@@H]2CCCN12 | 108 | 100 | 109 | 99 | 110 | 100 | 100 | 105
COc1cc(-c2cn(-c3ccc(-n4cc(-c5ccc(Cl)cc5)[nH]c4=O)cc3)c(=O)[nH]2)cc(OC)c1OC | 68 | 91 | 102 | 79 | 99 | 90 | 82 | 83
COc1ccc(N)cc1S(=O)(=O)O | 82 | . | 110 | 99 | 95 | 96 | 99 | 98
O=C(O)c1ccc(-c2nn(-c3ccc(C(=O)O)cc3)cc2CO)cc1 | 96 | 120 | 95 | 100 | 114 | 99 | 93 | 96
Cc1ccc(-c2nc3ccccc3c(=O)o2)cc1 | . | 102 | 99 | 97 | 99 | 103 | 92 | 92
CCC(=O)Oc1ccc(C(C)CCC(C)c2ccc(OC(=O)CC)cc2)cc1 (configuration not stated) | 43 | 97 | 96 | 98 | 91 | 88 | 121 | 88
Cn1c(=O)c2c(nc(Sc3nc(N)cc(=O)[nH]3)n2CC(=O)N2CCc3ccccc32)n(C)c1=O | 99 | 108 | 88 | . | 92 | 97 | 92 | 82
N#Cc1cc(C#N)nc(Cl)n1 | 86 | 107 | . | 98 | 100 | 99 | 99 | 90
O=C(NCCCn1ccnc1)c1nc(-c2ccc(C(F)(F)F)cc2)no1 | 95 | 59 | 82 | 73 | 71 | 83 | 81 | 81
CCCCOC(=O)N1CCCCC1CC (configuration not stated) | 98 | 98 | 88 | 95 | 105 | 96 | 102 | 106
COc1ccc(-n2c(SCC(=O)Nc3ccc(-c4nc5ccc([N+](=O)[O-])cc5[nH]4)cc3)nc3ccccc3c2=O)cc1 | 90 | 55 | 95 | 82 | 73 | 78 | 58 | 87
COc1ccc2c(c1)CC/C(=C\c1ccncc1)C2=O | 91 | 55 | . | 62 | 84 | 52 | 68 | 90
CCCCSCN1CCN(c2ccc(C)cc2)CC1 | 100 | 102 | . | . | 105 | 96 | 92 | .
O=C1/C(=C/c2cccc(OCc3ccc(Cl)cc3)c2)N=C2OCCCN12 | 99 | 75 | 84 | 99 | 101 | 86 | 76 | 81
CC(=O)c1cccc(NC(=O)c2sc3nc4c(cc3c2N)C(=O)CCC4)c1 | 100 | 83 | 80 | 91 | 100 | 93 | 84 | 107
CCC(c1ccc(Br)cc1)C(C(N)=O)c1ccc(OC)cc1 (configuration not stated) | 104 | 103 | 91 | . | 104 | 78 | 97 | 88
CN(C)Cc1cc(C(C)(C)C)cc(Cl)c1O | 100 | 77 | 88 | 96 | 96 | 94 | 103 | 97
CC(=O)c1c(C)nc(SCC(=O)Nc2ccccc2)n1-c1ccc(Cl)cc1 | 92 | 103 | 90 | 100 | 95 | 91 | 86 | 83
CCCCCc1ccc(S(=O)(=O)Nc2cc(-c3csc(N(C)C(C)=O)n3)ccc2N2CCN(C)CC2)cc1 | -28* | 14 | . | . | -2.2* | -9.3* | 4.1* | .
COc1ccc(-c2nn3c(-c4cc(Cl)cc(Cl)c4Cl)nnc3s2)cc1 | 292 | . | 65 | 52 | 96 | 162 | 86 | 131
COc1cccc(CNCc2cccc(OC)c2O)c1O | 77 | . | 85 | . | 102 | . | 101 | 120
O=C1Nc2ccccc2SC1c1ccccc1 (configuration not stated) | 71 | 104 | 90 | 70 | 83 | 81 | 74 | 87
COC(=O)Oc1nn(C(=O)OC)c(=O)c2ccccc12 | 111 | 90 | 94 | 109 | 112 | 112 | 95 | 108
CC1(C)[C@H]2CC[C@@]1(C)C(=O)C2 | 154 | 114 | 129 | 92 | 104 | . | 105 | 79
CCOC(=O)c1ccc(NC(=O)CSc2nnc(Cc3ccccc3Nc3c(Cl)cccc3Cl)o2)cc1 | 105 | 92 | 100 | 112 | 101 | 99 | 92 | 96

Nothing new here: entries from further up.
SMILES | CCRF-CEM | MDA-MB-468 | K-562 | SR | MDA-MB-231 | RPMI-8226 | MCF7 | MOLT-4
CCC(c1ccc(Br)cc1)C(C(N)=O)c1ccc(OC)cc1 (configuration not stated) | 104 | 103 | 91 | . | 104 | 78 | 97 | 88
CN(C)Cc1cc(C(C)(C)C)cc(Cl)c1O | 100 | 77 | 88 | 96 | 96 | 94 | 103 | 97
CC(=O)c1c(C)nc(SCC(=O)Nc2ccccc2)n1-c1ccc(Cl)cc1 | 92 | 103 | 90 | 100 | 95 | 91 | 86 | 83
CCCCCc1ccc(S(=O)(=O)Nc2cc(-c3csc(N(C)C(C)=O)n3)ccc2N2CCN(C)CC2)cc1 | -28* | 14 | . | . | -2.2* | -9.3* | 4.1* | .
COc1ccc(-c2nn3c(-c4cc(Cl)cc(Cl)c4Cl)nnc3s2)cc1 | 292 | . | 65 | 52 | 96 | 162 | 86 | 131
COc1cccc(CNCc2cccc(OC)c2O)c1O | 77 | . | 85 | . | 102 | . | 101 | 120
O=C1Nc2ccccc2SC1c1ccccc1 (configuration not stated) | 71 | 104 | 90 | 70 | 83 | 81 | 74 | 87
COC(=O)Oc1nn(C(=O)OC)c(=O)c2ccccc12 | 111 | 90 | 94 | 109 | 112 | 112 | 95 | 108
CC1(C)[C@H]2CC[C@@]1(C)C(=O)C2 | 154 | 114 | 129 | 92 | 104 | . | 105 | 79
CCOC(=O)c1ccc(NC(=O)CSc2nnc(Cc3ccccc3Nc3c(Cl)cccc3Cl)o2)cc1 | 105 | 92 | 100 | 112 | 101 | 99 | 92 | 96

Following part:
SMILES | CCRF-CEM | MDA-MB-468 | K-562 | SR | MDA-MB-231 | RPMI-8226 | MCF7 | MOLT-4
O=C(NNC(=S)Nc1ccccc1)c1cccnc1 | 98 | 110 | 79 | . | 109 | 90 | 96 | .
CCOC(=O)c1cc(C(=O)c2cc(OC)c(OC)c(OC)c2)n2ncc3ccccc3c12 | 70 | 66 | 23 | 23 | 99 | 82 | 30 | 62
COC(c1ccc2ccccc2c1)C(C)C(F)F (configuration not stated) | 62 | 100 | 97 | 92 | 111 | 99 | 109 | 99
CC(C)=CCCC(C)O (configuration not stated) | 98 | 100 | . | 95 | 109 | 99 | 101 | 101
CCCS(=O)(=O)Nc1ccc(OCc2nnc(-c3ccc(OC)cc3)o2)c(F)c1 | 78 | . | 93 | 81 | 84 | 72 | 90 | 76
CC(C)(CCO)c1ccccc1 | 99 | 101 | 93 | 100 | 105 | 95 | 105 | 99
Nc1cc(-c2ccc(Cl)cc2)nn1-c1nc(-c2ccc(F)cc2)cs1 | 96 | 116 | 107 | 106 | 105 | 103 | 87 | 107
CC(=O)c1nnn(-c2ccc(S(N)(=O)=O)cc2)c1C | 100 | 105 | 101 | 102 | 95 | 97 | 95 | 107
COc1ccc(C2c3ccc4ccccc4c3Oc3ncn(CCCN(C)C)c(=N)c32)cc1 (configuration not stated) | 92 | 52 | 47 | 91 | 102 | 90 | 88 | 89
O=[N+]([O-])c1cccc2ccc(N/N=C/c3ccccc3O)nc12 | 3.4*! | 4.1*! | 49&20 | 60 | 85&73 | 6.5*! | 62&42 | 57&17
Nc1c(N=Nc2ccc(-c3ccc(N=Nc4cc(S(=O)(=O)O)c5ccccc5c4N)cc3)cc2)cc(S(=O)(=O)O)c2ccccc12 | 102 | 117 | 96 | 88 | 106 | 108 | 98 | 94
Cc1ccccc1Nc1nnc(-c2c[nH]c3ccccc23)o1 | 10 | -35* | 7.3* | 16 | 27 | 7.3* | 22 | 9.9*
OC1CN=C(C(c2ccccc2)c2ccccc2)NC1 (configuration not stated) | 127 | 112 | 98 | 97 | 106 | 120 | 111 | 101
O=C(Nc1nc(-c2ccccc2O)cs1)c1ccccc1CN1C(=O)c2ccccc2C1=O | 94 | 101 | 89 | 76 | 103 | 98 | 91 | 97
NC(=O)c1c(NC(=O)c2ccc3ccccc3c2)sc2c1CCC(=O)C2 | 15 | 86 | 15 | 8.4* | 68 | -12* | 53 | 37
O=C(CCN1CCCCCC1)c1ccccc1 | 75 | 99 | 69 | 96 | 124 | 82 | 110 | 94
Nc1nc2ccccc2nc1N | 110&101 | 107&83 | 90&109 | 99&108 | 95&99 | 103&100 | 106&74 | 111&119
COc1cc(Cn2c(-c3nonc3N)nc3ccccc32)ccc1C | 16 | 41 | 10 | . | 22 | 19 | 21 | 21
O=C1C(c2ccccc2)C2c3ccccc3-n3c2c2c(c(-c4ccccc4)c3=O)c3ccccc3n21 (configuration not stated) | 91 | 91 | 95 | 95 | 93 | 94 | 69 | 104
Fc1nc(F)c2sccc2n1 | 94 | 96 | 106 | 98 | 105 | 96 | 97 | 104
C=C(C)[C@@H]1CC=C2c3sc(Nc4cc(F)ccc4F)nc3C[C@@H](C)[C@]2(C)C1 | 96 | 113 | 91 | . | 101 | 103 | 89 | 94
O=C1Nc2ccc(Cl)cc2/C1=C/c1cccc(OCc2ccccc2)c1 | -21* | -10* | 10 | . | . | -28* | 9.6* | -21*
Cc1ccc(C(N)(C(=O)O)c2ccccc2)cc1 (configuration not stated) | . | 102 | 79 | 106 | 101 | . | 91 | 87
CCOc1c(C=O)cccc1OC | 67 | 91 | 105 | . | 88 | 100 | 88 | 111
CCCCc1cn(CC(=O)Nc2nc3ccccc3s2)nn1 | . | 116 | 106 | 104 | 105 | 105 | 101 | 106
Nc1cc(C(=O)c2ccccc2C(=O)O)ccc1Cl | 101 | 115 | 95 | . | 120 | 102 | 112 | 97
CCCn1cnc2c(c1=N)C(c1ccc(Cl)cc1)c1sc3c(CC)cccc3c1O2 (configuration not stated) | 1.0* | 5.2* | 11 | 24 | 31 | -5.3* | 17 | 10
CNC1=C([N+](=O)[O-])C(c2ccccc2O)C(C#N)=C(c2cccs2)O1 (configuration not stated) | 85 | 74 | 64 | 49 | 94 | 100 | 92 | 89
O=Cc1cn(C(c2ccccc2)c2c[nH]c3ccccc23)c2ccccc12 (configuration not stated) | 102 | . | 84 | 92 | 86 | 96 | 101 | 95
